Compound activity deposited in PubChem BioAssay by National Center for Advancing Translational Sciences (NCATS).
S3 lipid droplet: qHTS Assay for Lipid Storage Modulators in Drosophila S3 Cells. Potency in µM for hits, for the others lipid storage change, negative = inhibition, % at the top dose, mostly 46.1 µM. Drosophila S3 cells, BODIPY lipid droplet fluorescence, 18-24 h; cells fed with added oleic acid. 0.64% of 320,000 active; active means well fitted inhibition curve with a large enough effect in the signal ratio, with a control signal flat, not every such curve was filed as active; inconclusive means small, poorly fitted or top-dose-only effect, or effect the other way, or a change in a side signal; the % refers to the signal ratio
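Drosophila S3 cells loaded with oleic acid (400 uM, as added) and compounds at several concentrations; lipid droplets imaged by 488-nm laser-scanning cytometry, 500–530 nm intensity and object ratio to cell channel. Percent activity normalized to 20 uM Triacsin C.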
S3 lipid droplet cell count max: also measured in S3 lipid droplet; calls as there; cell number change, %; measured here: cell count max response;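 cells counted by Cell Tracker Red CMTPX staining in the red channel; peak over a dose series mostly up to 46.1 µM; percent activity relative to internal control wells on each plate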
* marks the source's active call; other numbers are inactive results; i = inactive; ? = inconclusive; . = not tested or not shown; [ ] = another dose, or the depositor's remark. On the % scale 0 is the no-effect control and ±100 the full control effect; potency means the concentration at half of the fitted maximal effect.

The first 5 entries, to show the layout:
SMILES | S3 lipid droplet | S3 lipid droplet cell count max
CCO[C@@H]1OC(C(=O)N2CCN(C)CC2)=C[C@H](c2ccc(C(F)(F)F)cc2)[C@H]1CCCO | 13% | 11
O=C(CCCC(=O)N(CC(=O)NC1CCCC1)c1cccc(F)c1)Nc1ccccn1 | ? | .
O=C(NC1CCCCC1)N1CCC(c2nc(-c3ccc(S(=O)(=O)N4CCCC4)cc3)no2)CC1 | 11% | -4
Cc1ccc2cc(CCNC(=O)C(C)(C)C)c(=O)[nH]c2c1 | i | .
CC1CCN(C(=O)CSc2nnc(CN3CCOCC3)n2-c2ccccc2)CC1 | ? | .

This part in full, from the first entry:
SMILES | S3 lipid droplet | S3 lipid droplet cell count max
CCO[C@@H]1OC(C(=O)N2CCN(C)CC2)=C[C@H](c2ccc(C(F)(F)F)cc2)[C@H]1CCCO | 13% | 11
O=C(CCCC(=O)N(CC(=O)NC1CCCC1)c1cccc(F)c1)Nc1ccccn1 | ? | .
O=C(NC1CCCCC1)N1CCC(c2nc(-c3ccc(S(=O)(=O)N4CCCC4)cc3)no2)CC1 | 11% | -4
Cc1ccc2cc(CCNC(=O)C(C)(C)C)c(=O)[nH]c2c1 | i | .
CC1CCN(C(=O)CSc2nnc(CN3CCOCC3)n2-c2ccccc2)CC1 | ? | .
CCSC1=C(C#N)C2(CCCC2)C(C#N)=C(N)N1 | ? | .
Nc1ccc(N)c(C(=O)O)c1 | -4% | -1
c1cc(OCCCN2CCCCC2)ccc1CN1CCCCC1 | -12% | -1
CCNS(=O)(=O)c1ccc(NC(=O)c2ccc(Cn3cc(Br)cn3)o2)cc1 | 0% | 3
Cc1[nH]c(=O)[nH]c(=O)c1S(=O)(=O)N1CCN(c2ccccc2F)CC1 | ? | .
CC(C)(C)C(=O)Nc1ccccc1C(=O)NCCC(=O)Nc1ccccc1 | ? | .
O=C(Nc1c2c(nn1-c1ccccc1)CS(=O)(=O)C2)c1ccco1 | ? | .
Cc1ccc(C(=O)Nc2ccc3nc(C)sc3c2)s1 | ? | .
COc1ccc(NC(=O)Nc2ccc3oc(C)nc3c2)cc1 | ? | .
CCOc1ccc(N(C(=O)C2CCCO2)C2C=CS(=O)(=O)C2)cc1 (centres undefined) | ? | .
CCCCOc1ccc(C(=O)NCCc2cccs2)cc1 | -10% | -35
CS(=O)(=O)n1nc(OC(=O)c2cccs2)cc1N | ? | .
O=C(CN(Cc1ccco1)C(=O)CNS(=O)(=O)c1ccccc1)NCc1ccc(F)cc1 | ? | .
COC(=O)c1scc2c(Oc3ccccc3)cc(C(F)(F)F)nc12 | ? | .
COc1ccc(NC(=O)CSCc2cc(=O)n3nc(C4CC4)sc3n2)cc1 | i | 6
O=C(Nc1ccc(CN2CCCCC2)cc1)Nc1ccccc1Cl | ? | .
CC(=O)C1=C(C)Nc2cc(C(F)(F)F)ccc2S1 | ? | .
Cc1cc(=O)oc2cc(OCC(=O)OCC(=O)NCc3ccc4c(c3)OCO4)ccc12 | ? | .
c1ccc(CN2CCN(c3ncnc4nc[nH]c34)CC2)cc1 | ? | .
CN(c1ccc(OCC(=O)NC2=NCCS2)cc1)S(=O)(=O)c1ccc(F)cc1 | -10% | -16

Profiles as entered above. Screens in order: S3 lipid droplet | S3 lipid droplet cell count max
O=C(CCCC(=O)N(CC(=O)NC1CCCC1)c1cccc(F)c1)Nc1ccccn1 reads ? | .
CCOc1ccc(N(C(=O)C2CCCO2)C2C=CS(=O)(=O)C2)cc1 (centres undefined) reads ? | .
c1ccc(CN2CCN(c3ncnc4nc[nH]c34)CC2)cc1 reads ? | .
O=C(Nc1ccc(CN2CCCCC2)cc1)Nc1ccccc1Cl reads ? | .
CCCCOc1ccc(C(=O)NCCc2cccs2)cc1 reads -10% | -35

(listing goes on)
SMILES | S3 lipid droplet | S3 lipid droplet cell count max
Cn1c(CN2CCCC2)nc2cc(NC(=O)c3cccs3)ccc21 | ? | .
Cc1ccc(CC(=O)Nc2nc3ccccc3[nH]2)cc1C | ? | .
CC(/C=N/N1C(=O)CSC1=S)=C\c1ccccc1 | ? | .
CCOC(=O)c1cn(CC)c2ccc(Br)cc2c1=O | ? | .
O=C(NCCOc1ccc(Cl)cc1)C1CC(=O)N(c2ccc(F)cc2)C1 (centres undefined) | ? | .
Cc1cc(NC(=O)NCc2ccccc2)c(=O)n(Cc2ccccc2F)c1 | ? | .
COC(=O)c1c(CCl)noc1C(=O)NCC1CCCO1 (centres undefined) | ? | .
O=C(NC1CCCC1)C(=O)N(Cc1cccnc1)C(C(=O)NCC1CCCO1)c1ccco1 (centres undefined) | ? | .
CCc1nn(C(CC)C(=O)NCCCN2CC(C)CC(C)C2)c(=O)c2cc3oc(C)cc3n12 (centres undefined) | ? | .
Cc1ccc(SCC(=O)OCC(=O)N(C)CC(=O)Nc2ccccc2Cl)cc1C | 18% | 12
O=C1NC(c2ccc(-c3ccccc3[N+](=O)[O-])o2)C(C(=O)c2ccccc2)C(O)(C(F)(F)F)N1 (centres undefined) | ? | .
CC(/C=C/c1ccccc1)=N\NC(=O)c1ccc2c(c1)OCCO2 | ? | .
CCC(=NCCc1c(C)[nH]c2ccc(C)cc12)C1=C(O)CC(c2ccccc2)CC1=O (centres undefined) | ? | .
CC(C)OCc1c(C(=O)OC/C(O)=C(\C#N)c2nc3ccccc3[nH]2)oc2ccccc12 | ? | .
Cc1ccc(-c2nc3ccccc3[nH]2)cc1NC(=O)/C=C/c1ccco1 | ? | .
COC(=O)c1ccccc1NS(=O)(=O)c1ccc2c3c(cccc13)C(=O)N2 | ? | .
O=C(Nc1ccc2c(c1)OCO2)C1CCCN(S(=O)(=O)c2cccs2)C1 (centres undefined) | -13% | 0
NC(=O)c1ccsc1NC(=O)CSc1nnc2ccccn12 | ? | .
CC(NC(=O)c1ccc(Br)s1)c1ccncc1 (centres undefined) | 17%[9.22 µM] | -11
Cc1cc(NCc2ccccn2)n2ncc(-c3ccccc3)c2n1 | ? | .
CCN(CC)c1ccc(N)cc1S(=O)(=O)Nc1ccccc1OC | ? | .
CSc1ccccc1NC(=O)CN(C)C(C)C(=O)Nc1ccc(C#N)cc1 (centres undefined) | 0% | -2
CCOC(=O)c1ccc(-n2cncn2)nc1 | 1% | 7
CCCc1cc(=O)[nH]c(SCC(=O)N2CCN(S(=O)(=O)c3ccc(C)cc3C)CC2)n1 | 6% | .
Cc1cc(Cl)ccc1OCc1cn2cccnc2n1 | 27% | .
SMILES | S3 lipid droplet | S3 lipid droplet cell count max
COc1cc(-n2c(C)nc3cccnc32)c(Cl)cc1C(=O)O | ? | .
CC1=CC(C)(C)N(C(=O)CSc2nnc(-c3ccc(C)cc3)o2)c2ccc(C)cc21 | ? | .
N#Cc1ccccc1CSc1nc2ncc(Br)cc2[nH]1 | i | .
Cc1cccc(N/C(N)=N/c2nc3c(c(=O)[nH]2)CCCC3)c1 | i | 6
O=Cc1ccc(N2CCCCC2)cc1 | ? | .
CCOC(=O)C1(CCOc2ccccc2)CCN(Cc2ccc(NC(C)=O)cc2)CC1 | 12% | -5
O=C(CN1C(=O)COc2ccc(S(=O)(=O)N3CCCCC3)cc21)NCc1ccc(Cl)cc1 | i | 0
FC(F)(F)c1ccc(N2CCOCC2)c(Nc2nc3ccccc3n3cnnc23)c1 | ? | .
CCc1ccc(NC(=O)C(=O)NCC2CCCO2)cc1 (centres undefined) | 10% | 12
COc1cccc(C(=O)Nc2ccc(C)cc2)c1 | i | .
Cc1cc(C)cc(NC(=O)N2CCC(NC(=O)c3ccco3)CC2)c1 | ? | .
COc1ccc(OC)c(S(=O)(=O)n2nnc3cc(Cl)ccc32)c1 | 21% | -4
Cc1cccc(C(=O)NCCNc2nc3cc(C)c(C)cc3cc2C)c1 | i | .
COc1ccccc1C(=O)Nc1ccc(OCc2nnc3c4ccccc4c(C)nn23)cc1 | ? | .
Cc1nc2c(ccc3nc(NC(=O)Cc4ccccc4)sc32)s1 | ? | .
CCOC(=O)NN1C(=O)c2ccccc2NC12CCCC2 | 4% | -2
O=C(NS(=O)(=O)c1ccccc1Cl)c1ccc[nH]1 | ? | .
CCOC(=O)C1(S(=O)(=O)c2ccc(Cl)cc2)CCN(Cc2ccc(Cl)cc2)CC1 | ? | .
O=C(CSc1ccc(-c2cccs2)nn1)Nc1ccccc1 | 0% | -7
CCc1nc2ccc(C(=O)NC3CCC(C)CC3)cc2nc1CC (centres undefined) | -16% | -11
Cc1ccc(-c2noc(COc3ccc4c(c3)OCO4)n2)cc1 | 9% | 0
CN(C)C1=C(Cl)C(=O)N(c2ccc(Cl)c(Cl)c2)C1=O | -7% | 10
COc1ccc(N2CCN(CC(=O)Nc3ccccc3C(=O)NCc3ccccc3)CC2)cc1 | ? | .
COc1cc(/C=C/C(=O)OCC(=O)N2CCOCC2)ccc1OCC#N | -10% | 2
CCOc1ccc(NC(=O)CSc2nc3ccccc3c(=O)n2CCCC(=O)NCCCN2CCCC2=O)cc1 | 0% | 6

Exported with values under each structure: two of the compounds above
The line under a structure holds: S3 lipid droplet	S3 lipid droplet cell count max
N#Cc1ccccc1CSc1nc2ncc(Br)cc2[nH]1
  i	.
Cc1cccc(N/C(N)=N/c2nc3c(c(=O)[nH]2)CCCC3)c1
  i	6

(next part)
SMILES | S3 lipid droplet | S3 lipid droplet cell count max
O=[N+]([O-])c1ccccc1NCCNc1ncc(C(F)(F)F)cc1Cl | i | -28
C/C(=N\NC(=S)NCCc1ccccc1)c1ccc(Cl)cc1Cl | ? | .
O=C(CNC(=O)c1ccc(Br)o1)NCc1ccccc1 | -4% | 17
O=C(Nc1cc2c(oc1=O)CCCC2=O)c1ccc(Cl)cc1 | i | -10
COc1ccccc1N1CCN(C(=O)c2ccc(S(=O)(=O)N3CCCCC3)cc2)CC1 | ? | .
Cc1ccc(SCCn2nc(C(=O)O)c3ccccc3c2=O)cc1 | 18% | .
CC(C(=O)Nc1sc2c(c1C(=O)NCc1ccco1)CCCC2)N1C(=O)c2ccccc2C1=O (centres undefined) | ? | .
O=C(c1ccccc1)c1c[nH]c(C(=O)NCCCN2CCOCC2)c1 | -4% | -7
O=C1NC2=C(C(=O)CCC2)C(c2ccc3ncccc3c2)N1 (centres undefined) | ? | .
CCOC(=O)C[n+]1c(C)csc1C | 2% | .
Nc1cccc(CCc2ccncc2)c1 | ? | .
Cc1ccc(C)c(OCC(=O)Nc2nonc2NC(=O)COc2cc(C)ccc2C)c1 | ? | .
O=C1c2ccccc2C(Nc2ccc3c(c2)OCCO3)N1Cc1ccccc1 (centres undefined) | 2% | 26
COc1ccc(CN(Cc2cccnc2)S(=O)(=O)c2ccc(-n3cnnn3)c(C)c2)cc1OC | 11% | -16
COc1ccccc1C(=O)N1CCN(C2CCN(Cc3ccccc3)CC2)CC1 | ? | .
COc1ccc(NC(=O)CO/N=C2/CCCc3nonc32)c(OC)c1 | ? | .
Cc1ccccc1Nc1nc(N)nc(CSc2nnnn2-c2ccccc2)n1 | ? | .
COc1cc(/C=C2\SC(=Nc3ccc(N4CCOCC4)cc3)N(C)C2=O)ccc1OC(C)C(=O)O (centres undefined) | ? | .
O=C(N/N=C/c1cc2ccccc2[nH]1)c1ccccc1Cl | 0% | -9
CCCc1ccc(S(=O)(=O)N(C)S(=O)(=O)c2ccc(F)cc2)cc1 | 0.82µM* | 18*
Cc1ccc2nc(N3CCN(Cc4ccc(F)cc4)C3=O)c(C)cc2c1 | ? | .
NC(=S)N/N=C/c1coc2ccc(Br)cc2c1=O | ? | .
C/C(=N\NC(=O)c1ccncc1)c1cccc(NC(=O)c2ccc(Cl)s2)c1 | ? | .
CCCCc1nc2sc3c(SCC(=O)NCc4ccco4)ncnc3c2c2c1CCC2 | 1% | 2
CCC(CC)C(=O)NCCc1cc2c(OC)ccc(OC)c2[nH]c1=O | -13% | 23
SMILES | S3 lipid droplet | S3 lipid droplet cell count max
COc1ccc(OC)c(CCNC(=O)CSc2ccsc2[N+](=O)[O-])c1 | ? | .
CCOC(=O)C1C2C=CC3(CN(c4ccc(Cl)c(F)c4)C(=O)C13)O2 (centres undefined) | 8% | 7
COC(=O)c1[nH]c2ccccc2c1NC(=O)CN1CCN(C(=O)c2ccco2)CC1 | ? | .
COCCNC(=O)c1ccc2c3n(nc2c1)-c1ccc(Cl)cc1CO3 | ? | .
Cc1ccc(S(=O)(=O)c2nc(S(C)(=O)=O)sc2N2CCC3(CC2)OCCO3)cc1 | ? | .
C/C(=N\NC(=O)c1ccc(CN2CCOCC2)cc1)c1ccc(NC(=O)c2ccccc2)cc1 | ? | .
CCOC(=O)c1cnc(=O)[nH]c1C | -1% | 0
Cc1ccc(NC(=O)CSc2ccc(-c3cccnc3)nn2)c(C)c1 | i | -18
COc1ccccc1CNC(=O)CN1C(=O)NC(C)(c2ccc(C)cc2)C1=O (centres undefined) | -22% | 2
Nc1ccc2c(c1)C/C(=C/c1ccco1)C2=O | 28% | .
CC[n+]1c(/C=C2\Sc3ccccc3N2C)ccc2cccc(C)c21 | ? | .
COc1ccccc1C(=O)NC(=O)COC(=O)CNC(=O)c1ccc(Cl)c([N+](=O)[O-])c1 | ? | .
COCCCNC(=O)c1ccc2c(=O)n(Cc3ccc(OC)cc3)c(=O)[nH]c2c1 | 7% | 2
COc1ccccc1/C=C(/C(=O)NCCCn1ccnc1)c1ccccc1 | ? | .
CCOc1ccc(/C(=N\O)C(C)NO)cc1 (centres undefined) | 7% | 1
COc1cc(/C=C2\SC(=S)N(NC(=O)c3cccc(O)c3)C2=O)ccc1O | ? | .
C/C(CCC(=O)OC[C@H]1O[C@H](C#Cc2ccccc2)C=C[C@@H]1Oc1ccc(C)cc1)=N\OC[C@@H](O)[C@H]1O[C@@H]2OC(C)(C)O[C@@H]2[C@H]1O | ? | .
CSc1nnc(-c2sc(-c3ccccc3)nc2C)n1C | 2% | -4

A portion of the library; the hit share may differ from the screen's.
